PKM2 activator = qHTS Assay for Activators of Human Muscle isoform 2 Pyruvate Kinase. purified PKM2, Kinase-Glo ATP luminescence, activation; response scale: 0% is enzyme alone, no compound. Potency, µM (titrated, usually from 57.5 µM), inactives show top-dose activation, hits mostly activators. 0.34% of 260,000 active. Pyruvate kinase PKM (Homo sapiens), P14618; note: potency is the fitted concentration of half-maximal effect; % is set by controls: 0 for no effect and ±100 for the full control effect; nearly all actives have a fitted effect of over 55% in size
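ATP formation by purified human PK-M2, quantified via coupled luciferase luminescence after 1 h at room temperature with 0.1 mM ADP and 0.5 mM PEP final.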
ELG1 repair inh = qHTS screen for small molecules that inhibit ELG1-dependent DNA repair in human embryonic kidney (HEK293T) cells expressing luciferase-tagged ELG1 | 2.3% of 330,000 active | Potency, µM (titrated, usually from 46.1 µM), without a hit: at the top dose activity change, negative = inhibition, usual class: inhibitors | HEK293T ELG1-luciferase reporter, luminescence, 16 h; DNA damage induced by 5-fluorouridine; note: potency is the fitted concentration of half-maximal effect; % is set by controls: 0 for no effect and ±100 for the full control effect; nearly all actives have a fitted effect of over 55% in size
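Overnight (16 hr) co-exposure of 2,000 cells/well to 5-fluorouridine and compound at 37 °C preceded detection. Luciferase was quantified via ONE-Glo luminescence; loss of signal denotes inhibition.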
NPC1 prom act = qHTS Assay for NPC1 Promoter Activators | Huh7 NPC1 promoter luciferase reporter, 24 h | Potency, µM (highest dose often 9.22 µM), inactives show at the top dose activation, most hits filed as activators | 2.4% of 320,000 active | AID 485313, 2010;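 note: potency is the fitted concentration of half-maximal effect; % of control where 0% means no effect; nearly all actives have a fitted effect of over 60% in size; reporter is driven by a mutant NPC1 promoter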
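Luminescence from an NPC1 promoter-driven luciferase reporter in stably transfected Huh7 cells was measured after 24 h compound treatment at 37 °C, followed by 10 min ambient incubation with luciferase detection reagent.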
Rab9 prom act = qHTS Assay for Rab9 Promoter Activators; Huh7 Rab9 promoter-luciferase reporter, luminescence, 24 h; Potency, µM (titrated, usually from 9.22 µM), without a hit: at the top dose activation, negative = inhibition, most hits filed as activators; 2.8% of 320,000 active; AID 485297, 2010; note: potency is the fitted concentration of half-maximal effect; % of control where 0% means no effect; nearly all actives have a fitted effect of over 60% in size
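Huh7 cells stably carrying Rab9 promoter–luciferase reporter, plated 1500 cells/well, compound added after 2 h and incubated 24 h at 37 °C; luciferase luminescence then read after 10 min with detection reagent.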
RORgamma inh = qHTS for inhibitors of ROR gamma transcriptional activity. Nuclear receptor ROR-gamma (Mus musculus), P51450. 5.4% of 310,000 active. Potency, µM (top dose mostly 53.6 µM), inactives show at the top dose activity change, negative = inhibition, usual class: inhibitors. Drosophila S2 Gal4-RORgamma UAS-luciferase reporter, 20 h; note: potency is the fitted concentration of half-maximal effect; % is set by controls: 0 for no effect and ±100 for the full control effect; nearly all actives have a fitted effect of over 60% in size
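Drosophila Schneider cells stably carrying a metallothionein-driven Gal4 DBD–ROR gamma fusion and a UAS-Photinus luciferase reporter were exposed to compound for 1 hr, then induced with copper sulfate (700 uM final) for 20 hr at ambient temperature before luminescence reading.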
FLuc modulator = qHTS profiling assay for firefly luciferase inhibitor/activator using purifed enzyme and Km concentrations of substrates (counterscreen for miR-21 project). Potency, µM (highest dose often 57.5 µM), without a hit: top-dose activity change, negative = inhibition, actives largely listed as inhibitors. purified FLuc, Km substrates, luminescence inhibition. AID 588342, 2011. Luciferin 4-monooxygenase (Photinus pyralis), P08659. 6.9% of 360,000 active;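 note: potency is the fitted concentration of half-maximal effect; plate controls were vehicle for no effect and reference inhibitor for full effect; nearly all actives have a fitted effect of over 55% in size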
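Purified P. pyralis luciferase (10nM final) with 10uM D-luciferin and 10uM ATP (Km levels) in 50mM Tris acetate pH 7.5, 10mM Mg acetate, 0.01% Tween-20, 0.05% BSA; qHTS 6-point titration, ~60 µM downward; luminescence read.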
MBNL1-CUG inh = qHTS Assay for Inhibitors of MBNL1-poly(CUG) RNA binding; Muscleblind-like protein 1 (Homo sapiens), Q9NR56; TR-FRET MBNL1-His/biotin-(CUG)12 binding, 665/545 ratio; Potency, µM (highest dose often 57.5 µM), for inactives: at the highest dose activity change, negative = inhibition, actives largely listed as inhibitors; 0.036% of 280,000 active; active = well fitted inhibition curve with a large enough effect in the signal ratio, with a control signal flat, not every such curve was filed as active; inconclusive = small, poorly fitted or top-dose-only effect, or effect the other way, or a change in a side signal; inactive = no such curve, though single readings can be large or run the other way; the % refers to the signal ratio; note: potency is the fitted concentration of half-maximal effect; % is set by controls: 0 for no effect and ±100 for the full control effect
Target sequence (Q9NR56 whole entry, looked up): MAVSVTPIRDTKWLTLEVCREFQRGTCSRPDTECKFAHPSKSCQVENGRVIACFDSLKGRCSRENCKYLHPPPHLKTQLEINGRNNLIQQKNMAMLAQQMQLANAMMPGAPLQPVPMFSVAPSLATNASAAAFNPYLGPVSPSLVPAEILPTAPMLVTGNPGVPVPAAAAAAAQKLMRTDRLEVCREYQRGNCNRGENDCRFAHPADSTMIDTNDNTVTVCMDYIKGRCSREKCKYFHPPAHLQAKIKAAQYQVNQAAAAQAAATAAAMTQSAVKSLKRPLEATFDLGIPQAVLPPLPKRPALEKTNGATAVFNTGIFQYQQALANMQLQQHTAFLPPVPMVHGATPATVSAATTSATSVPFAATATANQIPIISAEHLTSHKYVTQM
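TR-FRET between His-tagged MBNL1 and biotin-(CUG)12 RNA, detected with Tb anti-His antibody (0.055 ng/ul) and streptavidin-XL665 (5 nM), 60 min at room temperature. Compounds titrated 92 nM to 58 uM; 665/545 nm ratio normalized to buffer and complex controls.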
VP16 counter = VP16 counterscreen qHTS for inhibitors of ROR gamma transcriptional activity; Drosophila S2 Gal4-VP16 UAS-luciferase, luminescence, 20 h; Potency, µM (highest dose often 53.6 µM), without a hit: at the highest dose activity, negative = inhibition, usual class: inhibitors; 3.5% of 310,000 active;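 note: Gal4-VP16 expression switched on by copper sulfate through the metallothionein promoter; potency is the fitted concentration of half-maximal effect; % is set by controls: 0 for no effect and ±100 for the full control effect; nearly all actives have a fitted effect of over 50% in size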
Mito fusion yeast = qHTS Assay for Small Molecule Inhibitors of Mitochondrial Division or Activators of Mitochondrial Fusion; S. cerevisiae fusion-defective mutant growth rescue, CellTiterGlo 48 h; Potency, µM (top dose mostly 46.1 µM), inactives show top-dose growth rescue (activation), usual class: activators; 0.23% of 320,000 active;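 note: potency is the fitted concentration of half-maximal effect; % of control where 0% means no effect; nearly all actives have a fitted effect of over 45% in size; temperature-sensitive fusion mutants such as fzo1-1 at 37 °C on non-fermentable ethanol glycerol medium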
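Compounds are tested for their ability to restore growth of mitochondrial fusion-defective yeast strains at non-permissive 37C in YPEG medium over 48 hours. Viability is quantified by luciferase luminescence.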
KCNH2 3.1 block = qHTS for Inhibitors of KCHN2 3.1: Mutant qHTS; activity change, % (tested at about 1.8 µM); U2OS KCNH2 3.1, thallium flux FluxOr; hits give low values; 0.95% of 340,000 active; AID 720553, 2013; Potassium voltage-gated channel subfamily H member 2, brain isoform KCNH2 3.1 (human);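 active = maximum activity change below -70%; inconclusive = maximum activity change from -70% to -50%; inactive = maximum activity change above -50%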;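 note: thallium influx rate constant from kinetic fluorescence after stimulation buffer; % is set by controls: 0 for no effect and ±100 for the full control effect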
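Virally transduced U2OS (3.1 isoform, 4 h infection in dark at RT) → overnight 37 C → FluxOr + Red40 in HBSS/HEPES, 45 min → stimulation buffer, 2 min kinetic read → rate constant vs DMSO controls.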
Menin-MLL TR inh = qHTS Assay for Inhibitors Targeting the Menin-MLL Interaction in MLL Related Leukemias: Competition With Texas Red Labeled MLL-derived Mutant Peptide. O00255. Menin + Texas Red MLL mutant peptide, fluorescence polarization. Potency, µM (top dose mostly 61.6 µM), for the others: at the top dose FP activity change, negative = inhibition, most hits filed as inhibitors. 0.23% of 270,000 active. AID 1768, 2009; active = well fitted inhibition curve with a large enough effect in the polarisation, with a control signal flat, not every such curve was filed as active; inconclusive = small, poorly fitted or top-dose-only effect, or effect the other way, or a change in a side signal; inactive = no such curve, though single readings can be large or run the other way; the % refers to the polarisation; note: potency is the fitted concentration of half-maximal effect; % of control where 0% means no effect; many of its hits are not listed in these tables
Target sequence (O00255 whole entry, looked up): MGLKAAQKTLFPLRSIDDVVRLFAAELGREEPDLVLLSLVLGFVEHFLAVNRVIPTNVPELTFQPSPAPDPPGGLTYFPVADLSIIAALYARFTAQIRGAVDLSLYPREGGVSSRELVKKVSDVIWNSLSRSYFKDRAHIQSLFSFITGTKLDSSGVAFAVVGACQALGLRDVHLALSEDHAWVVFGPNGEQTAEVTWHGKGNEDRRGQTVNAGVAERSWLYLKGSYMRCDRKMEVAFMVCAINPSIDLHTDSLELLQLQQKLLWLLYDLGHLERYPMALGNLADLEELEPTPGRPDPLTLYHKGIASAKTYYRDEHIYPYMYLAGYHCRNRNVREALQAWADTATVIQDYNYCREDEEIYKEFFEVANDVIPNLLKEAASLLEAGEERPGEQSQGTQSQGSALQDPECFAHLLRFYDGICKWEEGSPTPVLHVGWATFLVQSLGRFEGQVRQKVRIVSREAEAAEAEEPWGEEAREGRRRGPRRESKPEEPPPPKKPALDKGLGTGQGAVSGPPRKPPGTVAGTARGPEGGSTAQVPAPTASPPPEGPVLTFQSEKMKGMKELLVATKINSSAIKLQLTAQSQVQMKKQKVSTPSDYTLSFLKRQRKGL
* hit, by the source's call; ? = inconclusive; . = no result given; & = joins results of further samples; [ ] = another dose, or the depositor's remark. Unless noted, calls come from the whole dose curve; as a rule, active = well fitted curve in the direction sought with a large enough effect; inconclusive = small, poorly fitted or top-dose-only effect, or another doubt; inactive = no such curve, though single readings can be large; an effect the other way counts as inactive or inconclusive. A portion of the library, so the mix of outcomes need not match the whole.

smiles	PKM2 activator	ELG1 repair inh	NPC1 prom act	Rab9 prom act	RORgamma inh	FLuc modulator	MBNL1-CUG inh	VP16 counter	Mito fusion yeast	KCNH2 3.1 block	Menin-MLL TR inh
CCNC(=S)N(Cc1ccc2c(c1)OCO2)C1CC(=O)N(c2ccc(OC)cc2)C1=O (stereo unspecified)	3%	-10%	-4%	-2%	-1%	-1%	1%	0%	-1%	-13	?
O=C(N1CCOCC1)C1(c2ccccc2)CCCCC1	-8%	17%	0%	-10%	-7%	2%	7%	-1%	4%	-9	-7%
Cc1nn(-c2ccccc2)c(N)c1C(O)(CSc1nccn1C)C(F)(F)F (stereo unspecified)	5%	-9%	1%	-7%	0%	-18%	-2%	13%	-4%	6	0%
COC(=O)c1ccc(-c2ccc(/C=N/N3C(=O)C4C5C=CC(CC5)C4C3=O)o2)cc1 (stereo unspecified)	1%	?	3.2µM*	3.2µM*	-7%	24µM*	?	-26%	-4%	7	-7%
CCN(CC(=O)Nc1c(F)cccc1F)C(=O)CCCc1c[nH]c2ccccc12	-1%	-3%	-1%	4%	25%	0%	-7%	1%	-3%	-2	-4%
Cc1cc(C)c(S(=O)(=O)Nc2nnc(C(C)C)s2)c(C)c1	5%	-1%	3%	-2%	22%	4%	-6%	2%	3%	12	-1%
Cc1c(Cl)cccc1N/C(SCC(=O)N1CCCCCC1)=C(/C#N)c1nc2ccccc2s1	5%	?	-3%	-7%	8.9µM*	1%	-11%	-23%	-2%	-6	-6%
CCOC(=O)c1ccc(NS(=O)(=O)c2ccc3c(c2)n(C)c(=O)n3C)cc1	.	?	1%	2%	25%	-2%&0%	-29%	?	1%	14	20%
COc1cnc(-c2ccccn2)nc1NC(C)C	2%	-6%	-19%	-15%	?	4%	.	-10%	3%	21	-2%
Cc1ccc(S(=O)(=O)CCc2nnc(NC(=O)C3CCCCC3)s2)cc1	-2%	-4%	-9%	8%	-26%	0%	-5%	-3%	-7%	-1	.

Other records follow.
smiles	PKM2 activator	ELG1 repair inh	NPC1 prom act	Rab9 prom act	RORgamma inh	FLuc modulator	MBNL1-CUG inh	VP16 counter	Mito fusion yeast	KCNH2 3.1 block	Menin-MLL TR inh
Cc1nc(C)c(CCNC(=O)c2ccccc2)s1	6%	16%	-5%	0%	21%	-9%	-3%	1%	-4%	-3	2%
Nc1nc(-c2ccc(Cl)cc2)nn1C(=O)c1cccs1	.	14%	-10%	0%	34%	0%	-10%	3%	-2%	6	?
CC(C)COc1cccc(C(=O)Nc2ccc(N3CCOCC3)cc2N2CCOCC2)c1	.	?	-1%	-3%	.	3%	.	.	24%	-18	.
CCN(CC)S(=O)(=O)c1ccc(NC(=O)c2cc(-c3cccs3)nc3ccccc23)cc1	1%	?	-5%	-5%	-11%	-1%	9%	-6%	-5%	-2	-1%
CN1CCN(C(=O)CCc2ccc(S(=O)(=O)NC3CCCCC3)cc2)CC1	7%	0%	6%	2%	8%	4%	-1%	-9%	0%	5	4%
CCn1cc(Br)c(C(=O)NCc2ccco2)n1	1%	.	.	.	-4%	2%	-4%	18%	4%	0	-2%
O=C(CCCCCNC(=O)c1ccccc1)N/N=C/c1ccccc1O	-1%	?	-2%	1%	6.3µM*	?	0%	20µM*	-1%	3	-5%
COc1ccccc1C(=O)NC(CCSC)C(=O)NCC(c1ccccc1OC)N1CCCC1 (stereo unspecified)	.	-2%	1%	-14%	.	0%	.	.	0%	5	.
Cc1ccc(C)c(NC(=O)CCC(=O)NNS(=O)(=O)c2ccc(Cl)cc2)c1	.	-11%	-2%	-7%	.	-2%	.	.	-2%	-2	.
c1ccc(Nc2nn[nH]n2)cc1	0%	4%	7%	-4%	-9%	-1%	-12%	1%	4%	-16	6%

The results go on.
smiles	PKM2 activator	ELG1 repair inh	NPC1 prom act	Rab9 prom act	RORgamma inh	FLuc modulator	MBNL1-CUG inh	VP16 counter	Mito fusion yeast	KCNH2 3.1 block	Menin-MLL TR inh
O=C(Nc1ccc(Cl)cc1)c1cccc(S(=O)(=O)Nc2ccccn2)c1	-1%	-57%	4%	-1%	?	-9%	5%	-2%	2%	2	26%
O=C(CN1CCN(c2ccccc2F)CC1)NCc1ccc(Cl)cc1	-2%[11.5 µM]	1%	4%	-2%	8%	0%	-6%	19%	4%	-10	5%
Cc1ccc(C(c2nnnn2C2CCCC2)N2c3ccccc3CC2C)cc1 (stereo unspecified)	4%	-10%	0%	-4%	?	-11%	5%	?	18%	-5	-5%
N#CCCSCc1ccc(OCC(=O)O)cc1	-6%	-2%	1%	-3%	-23%	-4%	-7%	-12%	-7%	-3	1%
N#Cc1ccc(-c2nc3cc(Cl)ccc3c(=O)n2O)cc1	.	12µM*	-5%	-2%	-77%	1%	-7%	?	-5%	31	26%
O=C(COC(=O)C12CC3CC(CC(C3)C1)C2)Nc1ccccc1F	2%	?	0%	2%	-5%	11µM*	7%	-4%	?	-3	-5%
C/C(=N\NC(=O)CN1CCN(Cc2ccccc2)CC1)c1cccs1	0%	18%	-4%	-7%	-3%	-4%	.	2%	3%	-26	.
COc1ccc(/C=C/C(=O)NC(=S)N2CCCC(C(N)=O)C2)cc1 (stereo unspecified)	.	13%	15%	-4%	-29%	?	?	-11%	2%	-1	.
COc1ccc(NC(=O)c2ccc(CNc3c(N4CCCC4)c(=O)c3=O)cc2)cc1Cl	-1%	11%	-1%	2%	29%	?	4%	-5%	-5%	-4	.
COc1cc2[nH]c3c(=O)n(CCN4CCOCC4)cnc3c2cc1OC	-6%	0%	1%	-6%	1%	-6%	-2%	3%	-4%	-4	-15%

(further entries)
smiles	PKM2 activator	ELG1 repair inh	NPC1 prom act	Rab9 prom act	RORgamma inh	FLuc modulator	MBNL1-CUG inh	VP16 counter	Mito fusion yeast	KCNH2 3.1 block	Menin-MLL TR inh
CC(=O)Nc1ccc(-c2cc3ccccc3o2)cc1	-2%	?	2.2µM*	3.2µM*	?	3µM*	-1%	-16%	9%	-2	.
COCCSc1nnc(NC(=O)c2cc(C(=O)OC)cc([N+](=O)[O-])c2)s1	5%	4%	1%	-4%	-35%	-2%	0%	-4%	17%	0	?
CCCOc1ccc(/C=C2\SC(=S)N(CC3CCCO3)C2=O)cc1 (stereo unspecified)	0%	-1%	-3%	7%	?	9.5µM*	5%	1%	24%	-2	-12%
O=C(CSc1nnc(CNC(=O)c2ccc(F)cc2)o1)Nc1nccs1	9%	-2%	0%	-7%	4%	1%	-5%	-3%	1%	-3	3%
COCCNC(=O)C(c1ccc(C)cc1)N(C(=O)CCC(=O)Nc1ccccn1)c1cccc(C)c1 (stereo unspecified)	.	-8%	1%	10%	2%	2%	-9%	7%	-6%	2	.
CCCC(=O)C1=C(O)C(C(=O)OC)C(C)(C)CC1=Nc1ccc(OC)cc1 (stereo unspecified)	3%	-12%	1%	1%	7%	1%	.	-12%	-3%	0	-20%
Cc1ccc(N2C(=O)C3C4C=CC(CNC(=S)N5CCN(c6cccc(C)c6)C(C)C5)(O4)C3C2=O)cc1 (stereo unspecified)	?	3%	-8%	-9%	8.9µM*	-8%	3%	?	-7%	-23	20%
COc1ccc(N2C(=O)CC(Sc3nc4c(cc3C#N)CCC4)C2=O)cc1 (stereo unspecified)	3%	0%	?	?	14%	-2%	-4%	-9%	-2%	11	16%
N#CC1=C(N)OC2=C(C(=O)CCC2)C1CCc1ccccc1 (stereo unspecified)	0%	?	-6%	-1%	-10%	5%	-2%	4%	2%	-17	-14%
O=C(Oc1cccnc1)c1ccco1	4%	12%	-5%	-5%	-28%	3%	-13%	-1%	-2%	6	-3%
